# Compound activity deposited in PubChem by National Center for Advancing Translational Sciences (NCATS).
# EPAC2 antagonist = EPAC2 (human) antagonism. 360,000 tested, 0.18% active. AID 720708. EPAC2 GEF exchange of Rap1B-BODIPY-GDP, fluorescence. Potency, µM (series often up to 114 µM), for the others: at the highest dose activity, negative = inhibition, most hits filed as inhibitors; further: potency means the concentration at half of the fitted maximal effect; on the % scale 0 is the no-effect control and ±100 the full control effect; nearly all actives have a fitted effect of over 45% in size; many of its hits are not listed in these tables
# Target sequence (Q8WZA2 whole entry, looked up): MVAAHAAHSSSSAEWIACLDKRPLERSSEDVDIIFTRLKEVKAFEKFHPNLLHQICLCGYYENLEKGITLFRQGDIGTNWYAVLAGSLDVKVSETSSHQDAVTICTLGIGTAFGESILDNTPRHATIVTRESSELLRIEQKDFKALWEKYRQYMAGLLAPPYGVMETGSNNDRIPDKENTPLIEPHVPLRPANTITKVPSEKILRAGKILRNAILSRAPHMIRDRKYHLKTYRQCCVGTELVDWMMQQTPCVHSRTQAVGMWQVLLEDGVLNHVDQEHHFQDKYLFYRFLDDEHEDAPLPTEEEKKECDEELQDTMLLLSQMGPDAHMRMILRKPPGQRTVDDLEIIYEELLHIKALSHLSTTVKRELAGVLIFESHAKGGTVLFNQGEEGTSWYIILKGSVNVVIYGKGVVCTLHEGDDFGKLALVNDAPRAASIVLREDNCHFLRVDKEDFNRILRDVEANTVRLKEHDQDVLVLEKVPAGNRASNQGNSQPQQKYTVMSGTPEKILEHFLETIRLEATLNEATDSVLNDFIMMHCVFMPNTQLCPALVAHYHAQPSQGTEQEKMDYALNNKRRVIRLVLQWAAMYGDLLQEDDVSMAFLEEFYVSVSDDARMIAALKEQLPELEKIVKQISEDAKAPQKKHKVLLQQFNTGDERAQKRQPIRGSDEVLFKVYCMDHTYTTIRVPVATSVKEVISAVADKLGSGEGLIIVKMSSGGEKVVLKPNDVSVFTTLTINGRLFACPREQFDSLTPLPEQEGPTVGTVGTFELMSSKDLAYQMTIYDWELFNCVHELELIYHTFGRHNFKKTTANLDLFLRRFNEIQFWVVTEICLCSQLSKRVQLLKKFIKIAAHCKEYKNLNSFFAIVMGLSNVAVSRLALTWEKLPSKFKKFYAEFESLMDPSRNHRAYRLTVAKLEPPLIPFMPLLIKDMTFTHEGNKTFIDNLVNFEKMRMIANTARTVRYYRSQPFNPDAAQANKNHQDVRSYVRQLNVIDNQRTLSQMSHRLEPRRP
# Nrf2 ARE act = activates Nrf2 signaling; AREc32 ARE-luciferase reporter (MCF7-derived line), luminescence, 24 h; 410,000 tested, 0.31% active; AID 624171; Potency, µM (top dose mostly 46.1 µM), for inactives: top-dose activation, actives largely listed as activators; further: potency means the concentration at half of the fitted maximal effect; % of control where 0% means no effect; nearly all actives have a fitted effect of over 65% in size
#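 Reporter line AREc32 (ARE-Fluc), seeded overnight in OPTI-MEM with 5% FBS; compound pin-transferred, 24 hr at 37 deg C, 5% CO2; luminescent read-out.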
# CCT modulator = cytosolic chaperonin activity modulation; purified chaperonin ATPase assay, HTRF ADP detection, 30 min; 360,000 tested, 0.3% active; AID 651819; activity change, % (no concentration beside the values), hits read low; in the data active means activity change below about -30%; further: on the % scale 0 is the no-effect control and ±100 the full control effect
#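 Nucleotide hydrolysis assay: TRiC at 20–40 nM final (set by batch activity) with 10 uM ATP, 30 min at 37 °C, in presence of 76 uM compound. Detection by competitive ADP HTRF, 30 min ambient.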
# EPAC2 agonist = agonists of human EPAC2 (RAPGEF4); Q8WZA2; EPAC2 activation, biochemical qHTS; response scale: 100% = 6.5 mM cAMP response; Potency, µM (top dose mostly 154 µM), without a hit: at the top dose activation, most hits filed as activators; 360,000 tested, 0.079% active; further: potency means the concentration at half of the fitted maximal effect; nearly all actives have a fitted effect of over 50% in size
#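 Exchange assay: 100 nM EPAC2 with 250 nM Rap1B-BODIPY-GDP and 50 uM GDP. Fluorescence (ex 480/em 540 nm) read every 5 min for 30 min at room temperature. Data normalized to 6.5 mM cAMP as agonist control.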
# A549 viability = counter-screen for Nrf2 inhibitors: cytotoxicity in A549 cells | A549 ARE-Fluc cells, CellTiter-Fluor viability, 18-24 h | Potency, µM (series often up to 46 µM), inactives show top-dose activity change, negative = cytotoxicity, actives largely listed as inhibitors | 390,000 tested, 0.16% active; further: potency means the concentration at half of the fitted maximal effect; on the % scale 0 is the no-effect control and ±100 the full control effect
#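 A549 ARE-Fluc cells in 5% FBS OPTI-MEM, 5000 cells/well, rested 2 h then exposed to compounds in concentration-response for 18-24 h at 37 °C. Viability by CellTiter-Fluor fluorescence (Ex 405/Em 525) after 30 min; luciferase luminescence (BugLite, 15 min, RT) read afterwards.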
# TGFb inhibitor = blocks TGF-b signaling; HepG2 CAGA-GFP TGF-b/SMAD3 reporter, GFP fluorescence, 18 h; TGF-beta stimulated, 500 pg/mL final; Potency, µM (doses to about 46.1 µM), for inactives: at the top dose activity, negative = inhibition, most hits filed as inhibitors; 410,000 tested, 1.2% active; AID 588855; further: potency means the concentration at half of the fitted maximal effect; on the % scale 0 is the no-effect control and ±100 the full control effect; nearly all actives have a fitted effect of over 65% in size
#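 Inhibition of TGF-beta-driven CAGA-GFP reporter expression in HEPG2 cells is measured by cellular GFP fluorescence after 18 h stimulation with 500 pg/mL recombinant TGF-beta in 1% FBS medium at 37 degrees C.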
# MmCpn inh = inhibitors of Methanococcus maripaludis chaperonin (MmCpn); purified Mm-Cpn ATPase, ADP Transcreener TR-FRET; Potency, µM (series often up to 76.9 µM), without a hit: top-dose activity, negative = inhibition, actives largely listed as inhibitors; 330,000 tested, 0.031% active; AID 504842; further: potency means the concentration at half of the fitted maximal effect; on the % scale 0 is the no-effect control and ±100 the full control effect; nearly all actives have a fitted effect of over 80% in size
#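 Inhibition of chaperonin ATP hydrolysis is measured as reduced ADP production, detected by competitive TR-FRET in which signal falls with ADP. Final enzyme 25 nM and ATP 10 uM, reacted 30 min at 37°C.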
# Nrf2 block = inhibitors of Nrf2 signaling; A549 ARE-Fluc reporter, luciferase luminescence, 18-24 h; Potency, µM (highest dose often 46 µM), without a hit: at the top dose activity change, negative = inhibition, hits mostly inhibitors; 360,000 tested, 2.1% active; further: potency means the concentration at half of the fitted maximal effect; on the % scale 0 is the no-effect control and ±100 the full control effect; nearly all actives have a fitted effect of over 60% in size
#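 In this cell-based qHTS, ARE-driven firefly luciferase in A549 cells reports Nrf2 activity; the luminescent signal after BugLite lysis is the measured value, with a prior CellTiter-Fluor read for cell health.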
# Akt phos inh = Akt phosphorylation inhibition. Neuro2A IGF-stimulated pAkt S473 HTRF, 20 min; stronger effect = lower value. activity change, % for hits at 50 µM. 360,000 tested, 0.32% active. AID 651550; in the data active means activity change below about -80%; inconclusive means mostly about -51% to -80%; further: on the % scale 0 is the no-effect control and ±100 the full control effect
#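 Single-point screen (50 µM final compound) in Neuro2A cells stimulated 20 min with 6 nM IGF at 37 deg C. After lysis, Ser473-phosphorylated Akt read by HTRF (ex 330 nm, em 615/665 nm) as the 665/615 ratio.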
# Numbers without * were called inactive; i = inactive; u = inconclusive; x = no result given; [ ] = another dose, or the depositor's remark. Unless noted, the call rests on the fitted dose curve; in most records, active means well fitted curve in the direction sought with a large enough effect; inconclusive means small, poorly fitted or top-dose-only effect, or another doubt; inactive means no such curve, though single readings can be large; an effect the other way counts as inactive or inconclusive. Not all compounds are listed; the hit share may differ from the screen's.
1) COc1ccc2c(c1)c(=O)c(C(=O)c1ccc(C)cc1)cn2Cc1ccccc1F
2) Cc1ccc(S(=O)(=O)N2CCN(C(=O)c3ccc(S(=O)(=O)N4CCCC4)cc3)CC2)cc1
3) O=C(CSc1nc2ccccc2s1)Nc1ccc2c(c1)OCO2
4) Nc1[nH][nH]c(=O)c1N=Nc1cccc(Cl)c1
5) CN(Cc1ccc(-n2cccn2)cc1)C(=O)c1cnn2c1NC(c1ccco1)CC2C(F)(F)F (stereo not given)
6) O=C(Nc1cccs1)Nc1ccc(Br)cc1F
7) O=C(COC(=O)c1cnccn1)c1ccc(-c2ccccc2)cc1
8) COc1cc(OC)c2c(c1O)OC(c1ccccc1)CC2=O (stereo not given)

assay / entry,1,2,3,4,5,6,7,8
EPAC2 antagonist,x,17.7%,2.6%,-5.3%,-6.2%,5.4%,1.6%,-8.6%
Nrf2 ARE act,-1.0%,-0.4%,4.0%,2.6%,0.3%,21.4%,-0.4%,7.7%
CCT modulator,x,-3.0,-1.1,-1.9,-3.7,-1.2,-1.3,-1.1
EPAC2 agonist,x,5.1%,16.7%,-6.2%,7.8%,15.2%,-5.5%,5.6%
A549 viability,u,9.0%,6.4%,-18.6%,-15.1%,-7.9%,-3.8%,2.4%
TGFb inhibitor,u,-1.2%,-33.7%,u,u,11.2µM*,-18.0%,6.4%
MmCpn inh,x,1.1%,0.5%,-6.9%,-0.3%,-0.3%,-9.5%,x
Nrf2 block,-88.1%,0.5%,-11.6%,18.4%,u,-17.1%,5.4%,0.8%
Akt phos inh,x,i,i,i,i,i,i,i

# Part of the list above, as tab-separated lines.
entry	Compound	EPAC2 antagonist	Nrf2 ARE act	CCT modulator	EPAC2 agonist	A549 viability	TGFb inhibitor	MmCpn inh	Nrf2 block	Akt phos inh
3	O=C(CSc1nc2ccccc2s1)Nc1ccc2c(c1)OCO2	2.6%	4.0%	-1.1	16.7%	6.4%	-33.7%	0.5%	-11.6%	i
4	Nc1[nH][nH]c(=O)c1N=Nc1cccc(Cl)c1	-5.3%	2.6%	-1.9	-6.2%	-18.6%	u	-6.9%	18.4%	i
5	CN(Cc1ccc(-n2cccn2)cc1)C(=O)c1cnn2c1NC(c1ccco1)CC2C(F)(F)F (stereo not given)	-6.2%	0.3%	-3.7	7.8%	-15.1%	u	-0.3%	u	i
6	O=C(Nc1cccs1)Nc1ccc(Br)cc1F	5.4%	21.4%	-1.2	15.2%	-7.9%	11.2µM*	-0.3%	-17.1%	i

# Carrying on:
9) O=C(COc1cccnc1[N+](=O)[O-])N1CCN(S(=O)(=O)c2ccc3ccccc3c2)CC1
10) COC(=O)c1ccc(-c2noc(CN(C)Cc3ccncc3C)n2)cc1
11) CCN1C(=O)NC(c2ccccc2)(c2ccccc2)C1=O
12) CCOc1ncccc1C(=O)OCc1cc(=O)oc2c(C)c(C)ccc12
13) CC(=O)N1CCc2cc(NS(=O)(=O)c3cccs3)ccc21
14) CCOC(=O)c1c(C)[nH]c(C)c1C(=O)COC(=O)[C@@H](NC(=O)c1ccco1)C(C)C
15) COc1ccc(CN(Cc2ccc(C(=O)O)cc2)C(=S)Nc2ccccc2F)cc1OC
16) Cc1ccc(C(=O)NCCSc2ccccc2)cc1S(=O)(=O)Nc1ccccc1

assay / entry,9,10,11,12,13,14,15,16
EPAC2 antagonist,5.6%,-4.8%,2.5%,2.3%,-11.7%,9.8%,1.9%,-4.1%
Nrf2 ARE act,-0.4%,-0.3%,-0.4%,0.0%,0.6%,-0.2%,3.1%,0.5%
CCT modulator,-0.6,1.0,-4.9,-0.8,-1.2,0.6,-0.1,-0.8
EPAC2 agonist,14.0%,1.4%,-1.2%,-7.2%,10.3%,-2.1%,1.9%,20.8%
A549 viability,2.9%,5.2%,-0.2%,1.4%,2.8%,2.6%,5.9%,-10.4%
TGFb inhibitor,7.1%,-20.9%,0.0%,-1.0%,30.5%,-2.9%,15.1%,0.0%
MmCpn inh,0.1%,0.4%,x,-0.9%,1.8%,-2.6%,-0.9%,1.5%
Nrf2 block,6.7%,2.3%,-9.2%,3.5%,-6.5%,-0.9%,-3.2%,-29.6%
Akt phos inh,i,i,i,i,i,i,i,i

17) Cc1ccc(S(=O)(=O)NC(=O)c2ccccc2)cc1C(C)C
18) COc1ccc(CNC(=O)COC(=O)c2ccc(C(=O)c3ccccc3)cc2)cc1
19) COc1ccc(/C=C2\SC(=S)N(CCC(=O)N3CCOCC3)C2=O)cc1
20) COCCn1c(SCC(=O)c2cc(C)n(C)c2C)nc2ccccc2c1=O
21) CC(=O)Nc1ccc(NC(=O)Cn2cc3c(n2)CCCCC3)cc1
22) O=c1nc(SCc2c(F)cccc2Cl)nc(-c2ccc(Cl)cc2)[nH]1
23) CN(C)c1ccc(CNC(=O)CCNS(=O)(=O)c2cc(Br)cnc2N)cc1
24) CCOC(=O)/C=C/C(=O)OCC(=O)NC(c1ccccc1)c1ccccc1

assay / entry,17,18,19,20,21,22,23,24
EPAC2 antagonist,-0.4%,21.3%,4.0%,-10.6%,x,-15.6%,-0.5%,-5.1%
Nrf2 ARE act,-0.1%[9.22 µM],0.3%,10.0%,1.9%,-0.7%,0.6%,0.3%,u
CCT modulator,-5.6,-1.4,-5.5,-1.6,x,-1.8,-0.8,-0.6
EPAC2 agonist,8.7%,4.7%,6.7%,8.7%,x,12.2%,-3.1%,1.7%
A549 viability,0.1%,-4.9%,-0.1%,0.0%,2.5%,0.2%,1.8%,-5.8%
TGFb inhibitor,17.0%,13.3%,-2.1%,-4.3%,-2.3%,2.3%,4.5%,u
MmCpn inh,-0.2%,-2.3%,0.5%,-5.7%,x,-2.6%,1.6%,1.9%
Nrf2 block,-16.6%,-2.3%,1.0%,14.1%,5.6%,-12.4%,-21.4%,10.1%
Akt phos inh,i,i,i,i,x,i,i,i

25) CCOC(=O)C1CCN(C(=O)COC(=O)c2cc([N+](=O)[O-])ccc2N2CCOCC2)CC1
26) COC(=O)C1CCCN1C(=O)COc1ccc(Br)cc1Cl (stereo not given)
27) CCCN(CCC)CCCNC(=O)Cn1cnc2sc(C)c(S(=O)(=O)N3CCOCC3)c2c1=O
28) CNC(=S)NC1CC2CCCC(C1)N2Cc1ccco1 (stereo not given)
29) CCC1CN(C(=O)Nc2ccc(C)cc2)c2cc(C)ccc2O1 (stereo not given)
30) COCCOCCn1c(/C=C/c2ccccc2)nc2ccccc21
31) Cc1ccc(N(CC(=O)NC2CCCC2)C(=O)CCC(=O)Nc2nc(C)cs2)cc1
32) CC1(C)S[C@@H]2[C@H](NC(=O)C(C(=O)O)c3ccccc3)C(=O)N2[C@H]1C(=O)O (stereo not given in full)

assay / entry,25,26,27,28,29,30,31,32
EPAC2 antagonist,13.0%,-2.0%,1.4%,2.4%,1.6%,2.1%,-16.1%,31.2%[activator]
Nrf2 ARE act,-0.5%,-0.4%,0.2%,0.1%,-0.8%,1.1%,-0.4%,0.2%
CCT modulator,0.9,0.0,-0.4,-0.9,-1.6,0.9,-0.8,-0.7
EPAC2 agonist,7.9%,3.0%,7.6%,1.9%,9.8%,6.1%,-17.1%,2.4%
A549 viability,-16.9%,3.3%,0.7%,4.8%,4.2%,-2.2%,3.5%,-5.4%
TGFb inhibitor,-2.2%,-24.2%,21.5%,-3.1%,-0.7%,u,-6.8%,0.9%
MmCpn inh,-0.1%,0.5%,1.2%,-0.3%,3.6%,-1.2%,2.3%,-0.5%
Nrf2 block,1.1%,-8.1%,4.8%,u,16.6%,u,-19.2%,9.3%
Akt phos inh,i,i,i,i,i,i,i,i

33) CCCCn1c(SCC(=O)N2c3ccccc3CCc3ccccc32)nc2c1c(=O)n(C)c(=O)n2C
34) O=C(Nc1ccc(NS(=O)(=O)c2ccccc2)cc1)c1ccccc1
35) O=C(NCc1ccc2c(c1)OCO2)c1nnc(Cc2ccc(Cl)cc2)o1
36) Cc1ccccc1CC1(CO)CCCN(C(=O)c2ccccc2Cl)C1 (stereo not given)
37) CN1C(=O)CCC2(c3ccccc3)CC=C(O)C=C12 (stereo not given)
38) CC1=C(C(=O)N(C(C)C)C(C)C)CC(CC(=O)NCc2cccs2)C(=O)N1Cc1ccc(F)cc1 (stereo not given)
39) O=C(Cn1cc(SCc2cccc(C(F)(F)F)c2)c2ccccc21)N1CCCCCC1
40) Clc1cccc(CNCCCSc2ncccn2)c1Cl
41) O=C(O)c1cc(Cl)n[nH]c1=O
42) O=C(NCCCNC(=O)c1cccs1)c1cccs1

assay / entry,33,34,35,36,37,38,39,40,41,42
EPAC2 antagonist,0.3%,-10.8%,-0.1%,-5.0%,24.0%,-11.6%,x,0.0%,1.4%,4.5%
Nrf2 ARE act,0.1%,3.5%,0.1%,0.5%,-0.8%,-0.2%,0.0%,0.2%,-0.8%,0.1%
CCT modulator,-1.1,0.6,1.0,1.4,-2.1,0.9,x,-1.3,-0.2,-5.2
EPAC2 agonist,8.6%,-7.9%,4.7%,-2.9%,12.1%,-4.4%,x,-2.3%,5.0%,2.2%
A549 viability,-1.2%,-6.7%,3.6%,0.0%,-1.7%,x,0.8%,0.7%,x,-0.1%
TGFb inhibitor,20.0%,-2.0%,2.4%,-6.9%,-12.2%,u,u,-11.8%,-0.4%,1.1%
MmCpn inh,-2.1%,1.6%,-0.7%,0.2%,x,x,x,-0.2%,x,-3.8%
Nrf2 block,u,5.8%,-6.1%,-13.7%,-7.8%,x,u,-4.3%,x,-6.6%
Akt phos inh,i,i,i,i,i,i,x,i,i,i
